Screens deposited in PubChem BioAssay by several laboratories.
PKA-R1A activ – activators of PKA-R1A holoenzyme, primary screen, biochemical, fluorescence polarization, Cy5-IP20, bovine R1A, mouse PKAc | cAMP-dependent protein kinase type I-alpha regulatory subunit (Bos taurus) + … | PKA-R1A dissociation; scaled: DMSO 0%, 113 µM cGMP 100% | activation, % at 11.4 µM | actives 0.083% (n = 340,000) | AID 504707, 2011;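 active = percent activation above the mean of all tested compounds plus 3 SD, cut at about 19% in these data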;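 note: higher means more PKAc released from R1A so a rise in polarization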
Mot1-301 SUMO – yeast Mot1-301 growth rescue at high temperature, primary screen, SUMOylation pathway inhibitor project, S. cerevisiae, ATP luminescence, 38.5C; growth rescue, % at 18.8 µM; S. cerevisiae Mot1-301 growth rescue; percent above DMSO median, 100 means doubled; actives 1% (n = 320,000);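 active = every valid replicate shows activation above 250% relative to neutral control wells; inactive = the rest, any valid replicate at or below 250%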;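 note: OY570 slx delta 5 strain wells were the positive control but not used for scaling; some compounds called inactive have numbers as strong as hits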
AddAB inh – growth inhibition of E. coli expressing H. pylori AddAB, primary screen, AddAB inhibitor project, absorbance; inhibition, % at 11.9 µM; actives 0.29% (n = 330,000); AID 435030, 2010; in the data active = inhibition above about 12%;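 note: 0% = vehicle wells of infected cells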
Ecoli viability – E. coli V3065 growth inhibition, primary screen, counter-screen for AddAB inhibitor project, absorbance, OD600 | 18 h | inhibition, % at 11.9 µM | actives 0.27% (n = 330,000) | AID 449728, 2010;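 active = inhibition above the campaign's mean inhibition across all tested compounds plus 3 SD, cut at about 9.9% in these data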;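 note: uninfected addAB+ strain grown without phage in ampicillin broth; 0% = DMSO wells and 100% = ciprofloxacin 0.95 µg/ml wells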
PfHsp90 yeast 2 – growth inhibition of PfHsp90-expressing yeast, primary screen, antimalarial PfHsp90 inhibitor project, S. cerevisiae, BacTiter-Glo luminescence, single point, set 2 | BacTiter-Glo ATP, 48 h; yeast lacking PDR1 and PDR3 efflux regulators | inhibition, % at 9.4 µM | actives 0.32% (n = 310,000);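 active = every replicate shows inhibition above about 80%, whatever the replicate mean, limit read from the data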;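 note: 0% = DMSO neutral controls and 100% = 20 µM radicicol positive controls; yeast relying on Plasmodium falciparum Hsp90 in place of its own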
OPRM1-OPRD1 inv – inverse agonists of MOR-DOR heterodimerization, primary screen, cell-based, luminescence. actives 0.21% (n = 340,000). Mu-type opioid receptor (Homo sapiens) + Delta-type opioid receptor (Homo sapiens), …. inhibition, % at 9.3 µM. cell-based MOR-DOR heterodimer luminescence, inverse agonism; in the data active = inhibition above about 22%, passing the limit was not always enough;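 note: 0% = cells with DMSO and 100% = wells without cells with DMSO; values of inactives mirror those of a sister screen read the other way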
Target sequence (P35372 whole entry, looked up): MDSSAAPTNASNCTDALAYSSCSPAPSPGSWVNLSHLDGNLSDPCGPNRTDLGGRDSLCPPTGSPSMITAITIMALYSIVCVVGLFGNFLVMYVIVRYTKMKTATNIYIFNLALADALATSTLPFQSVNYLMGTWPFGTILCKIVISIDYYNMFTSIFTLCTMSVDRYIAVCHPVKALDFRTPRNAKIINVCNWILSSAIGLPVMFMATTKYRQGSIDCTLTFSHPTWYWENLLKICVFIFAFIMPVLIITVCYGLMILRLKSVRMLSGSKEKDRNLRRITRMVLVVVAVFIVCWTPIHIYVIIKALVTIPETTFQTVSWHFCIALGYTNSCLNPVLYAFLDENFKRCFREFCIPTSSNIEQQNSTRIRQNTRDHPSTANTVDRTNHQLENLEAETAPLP
Target sequence (P41143 whole entry, looked up): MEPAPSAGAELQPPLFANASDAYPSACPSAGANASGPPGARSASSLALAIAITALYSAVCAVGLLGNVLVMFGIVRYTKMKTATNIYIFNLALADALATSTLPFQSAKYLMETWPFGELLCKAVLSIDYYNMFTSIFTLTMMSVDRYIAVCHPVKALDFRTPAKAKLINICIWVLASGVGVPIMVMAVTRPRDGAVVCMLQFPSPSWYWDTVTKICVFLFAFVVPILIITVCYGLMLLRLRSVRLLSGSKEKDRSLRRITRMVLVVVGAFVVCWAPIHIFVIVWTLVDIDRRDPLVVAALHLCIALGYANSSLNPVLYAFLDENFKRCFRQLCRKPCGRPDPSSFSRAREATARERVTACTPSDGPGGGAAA
Arr AP2 block – inhibitors of beta-arrestin/AP2 binding, primary screen, biochemical, GPCR trafficking, flow cytometry. FITC-arrestin peptide / GST-AP2 beads; AP2 beta2 appendage carries R879A mutation. inhibition, % at 10 µM. actives 0.31% (n = 340,000);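 active = inhibition above a set limit, near 3 SD of compounds lacking own fluorescence, cut at about 54% in these data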;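 note: plate controls were DMSO wells for no effect and 5 µM unlabelled arrestin peptide for full effect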
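System: GST-AP2 R879A bound to glutathione beads, E. coli-expressed. Also added: 50 nM FITC-arrestin peptide. Schedule: compound with beads 12 min RT, then probe 1 h RT. Signal: bead flow cytometry, FITC channel. Read-out basis: percent response.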
MOR-DOR ag – agonists of OPRM1-OPRD1 heterodimerization, primary screen, cell-based, luminescence; Mu-type opioid receptor (Homo sapiens) + Delta-type opioid receptor (Homo sapiens), …; cells; activation, % at 9.3 µM; actives 0.3% (n = 340,000); AID 504326, 2011; in the data active = activation above about 18%;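 note: 0% = vehicle-treated cells and 100% = reference agonist; values of inactives mirror those of a sister screen read the other way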
phage Ecoli inh – growth loss of phage-infected E. coli, primary screen, RecBCD inhibitor project, absorbance, with phage, HTS; actives 0.26% (n = 360,000); inhibition, % at 11.9 µM; in the data active = inhibition above about 11%
DSG3 Ab inh – inhibitors of pemphigus antibody binding to DSG3, primary screen, biochemical, bead-based, flow cytometry, scFv-GFP; Desmoglein-3 (Homo sapiens), P32926; DSG3-coupled beads, scFv-anti-DSG3-GFP binding; stronger effect = lower value; binding (percent of control), % at 10 µM; actives 0.48% (n = 310,000); AID 588358, 2011;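 active = binding more than 3 SD below its plate's average and above zero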;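 note: hits lower antibody fragment binding to DSG3; some compounds called inactive have numbers as strong as hits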
Tat transport – E. coli Tat export inhibitors, primary screen, MC4100, TorA-mCherry reporter, fluorescence, single point; inhibition, % at 10 µM; actives 0.036% (n = 340,000); AID 488895, 2010;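 active = mean replicate inhibition at least 50% and at least half of replicates individually reaching 50%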;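 note: exported cargo escapes ClpAP degradation while cytoplasmic cargo is degraded and loses fluorescence; 0% = median of neutral control wells and 100% = median of NaSCN control wells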
Numbers without * were called inactive; / = not tested or not shown.

SMILES | PKA-R1A activ | Mot1-301 SUMO | AddAB inh | Ecoli viability | PfHsp90 yeast 2 | OPRM1-OPRD1 inv | Arr AP2 block | MOR-DOR ag | phage Ecoli inh | DSG3 Ab inh | Tat transport
CC(C)C(C(=O)NCC1CCCO1)N(Cc1cccs1)C(=O)CNS(=O)(=O)c1ccccc1 (centres undefined) | -3.1 | 815.9 | 2.1 | 2.1 | 35.5 | 9.6 | -31.7 | -1.9 | 4.9 | 85.5 | -2.1
Cc1ccc(-c2nnn(CC(=O)N(Cc3cccs3)C(C(=O)NC3CCCC3)c3ccco3)n2)o1 (centres undefined) | 2.8 | 11.7 | 0.3 | -2.5 | -2.1 | -1.5 | 8.6 | 0.3 | 1.6 | 106.4 | -2.7
Cc1ccc(S(=O)(=O)Oc2ccc(C3C4=C(CCCC4=O)OC4=C3C(=O)CCC4)cc2)cc1 | -1.2 | 14.1 | -1.3 | -3.0 | -23.6 | -3.8 | 16.3 | 0.7 | 0.6 | 97.5 | 0.1
CN(C(=O)c1ccc(NC(=O)Cc2cccc(NC(=O)C3CCN(C(=O)CCc4ccccc4)CC3)c2)cc1)C1CCCC1 | 14.7 | 3.5 | -0.8 | -1.2 | / | 13.5 | 20.1 | -2.4 | 3.2 | 106.7 | -9.9
CCOC(=O)c1cnc(SCc2cccc3ccccc23)nc1N | -1.4 | -5.0 | 4.1 | 1.4 | -17.6 | -20.5 | 5.3 | 3.9 | 2.5 | / | -0.2
COc1ccc(/C=C/C(=O)NCc2cnn(C)c2C)cc1COc1ccc(Br)cc1 | -4.8 | 263.7 | 0.1 | -1.6 | 27.2 | 4.7 | 3.0 | -0.9 | / | / | 8.4
CCc1ccc(CCC(=O)Nc2ccc(S(N)(=O)=O)cc2)o1 | -16.3 | 33.5 | 0.0 | -1.7 | 5.8 | 0.5 | 11.7 | -0.1 | 1.6 | 97.4 | 2.2
CCCCC(c1nnnn1C1CCCC1)N1CCN(C(=O)c2ccco2)CC1 (centres undefined) | 2.1 | -3.0 | 1.4 | -2.3 | -6.3 | 13.2 | 23.4 | -3.1 | 3.5 | 100.2 | -0.7
Nc1nncn1C(=O)CCc1ccccc1 | 2.0 | -6.7 | 4.9 | -3.1 | / | 8.0 | 1.0 | -1.6 | 2.2 | 92.7 | -2.0
CC1(C)CC2CC(C)(CN2S(=O)(=O)c2cccc(N)c2)C1 (centres undefined) | -2.4 | 436.9 | -0.2 | -3.6 | 22.2 | 5.3 | 8.2 | -0.9 | 0.9 | 70.2 | -7.0
Cc1sc2ccccc2[n+]1CC(=O)O | -4.8 | 16.9 | 4.1 | -1.0 | 16.3 | 15.6 | 0.6 | -2.9 | 2.4 | 99.1 | 3.8
CCN(CC)C(=O)c1nc[nH]c1C(=O)N1CCC(C)CC1 | -5.7 | -2.7 | 1.2 | -3.4 | -4.1 | 9.3 | 8.7 | -2.0 | 2.3 | 98.2 | 4.6
O=C(CNC(=O)c1ccccc1)Nc1cccc(C(F)(F)F)c1 | -2.5 | 31.1 | 2.3 | 3.0 | -6.6 | -8.5 | -2.2 | 1.5 | 1.6 | 98.0 | 0.8
CN(c1ccc([N+](=O)[O-])cc1C(N)=O)C1CCCCC1 | 1.3 | 147.5 | -0.2 | 0.7 | -5.4 | 0.3 | -30.2 | -0.1 | 3.4 | 104.8 | -5.1
CCN1CCCC1CNC(=O)CN1C(=O)COc2ccc(C)cc21 (centres undefined) | -0.1 | 23.9 | 0.4 | -1.1 | 9.5 | 1.7 | -8.2 | -0.3 | 1.6 | 111.2 | -8.7
C[C@@H](C(=O)NCc1ccccc1)N1C(=O)C2CC=CCC2C1=O (some centres undefined) | -16.4 | -7.4 | -0.1 | -2.6 | / | 8.1 | 5.1 | -1.6 | 0.2 | 98.6 | -2.8
COc1cc(S(=O)(=O)N2CCN(c3ccccc3)CC2)ccc1F | -2.1 | 646.6* | 2.3 | -3.5 | -15.9 | -24.6 | -14.0 | 5.3 | 1.9 | 56.8 | 7.2
COc1ccc(N(C(=O)c2snc(C(N)=O)c2N)C(C(=O)NCc2ccccc2)c2ccc(O)cc2)cc1 (centres undefined) | 1.6 | / | / | / | 1.5 | 11.2 | -5.5 | -2.1 | 1.8 | / | 3.4
CN(Cc1ccccc1)CC(O)COc1ccc(CNCc2cc3ccccc3s2)cc1 (centres undefined) | -1.9 | 24.6 | 2.6 | -0.3 | -16.4 | -28.7 | -10.9 | 6.0 | 1.0 | 91.0 | 6.1
O=C(Nc1ccc(NC(=O)c2ccccc2F)cn1)c1ccco1 | 12.1 | 104.3 | 2.0 | -0.8 | -30.9 | 1.2 | 0.2 | -0.1 | 1.1 | 98.7 | -2.0
COC(=O)c1ccc(CN2CCC(CO)(Cc3cccc(OC)c3)CC2)cc1 | -7.3 | 106.4 | 0.8 | -1.1 | 1.9 | -0.4 | / | 0.1 | 4.9 | 108.4 | -7.2
O=C(COc1cccc(-n2cnnn2)c1)Nc1ccccc1 | 2.8 | 26.6 | -1.3 | -1.6 | 9.3 | 18.8 | 29.1 | -4.1 | 0.9 | / | 1.6
CCOC(=O)c1cn(CC(=O)Nc2ccc(C)cc2)nn1 | -1.7 | -7.2 | 6.5 | 0.6 | 2.2 | 10.9 | 30.7 | -2.2 | 2.4 | 98.9 | -12.3
S=C1CSc2ccccc2N1 | 2.8 | -19.9 | 0.8 | 1.9 | -5.1 | 4.6 | 25.0 | -1.0 | 4.4 | 80.0 | 3.4
CC(=O)c1c(C)[nH]c(C(=O)O)c1C | -5.5 | -13.7 | 3.4 | 0.8 | 7.4 | 12.5 | 4.2 | -2.4 | 1.6 | 96.3 | -0.8
SMILES | PKA-R1A activ | Mot1-301 SUMO | AddAB inh | Ecoli viability | PfHsp90 yeast 2 | OPRM1-OPRD1 inv | Arr AP2 block | MOR-DOR ag | phage Ecoli inh | DSG3 Ab inh | Tat transport
O=C(Nc1cccc(S(=O)(=O)N2CCOCC2)c1)c1ccccc1[N+](=O)[O-] | 3.7 | 2.1 | -1.5 | -1.4 | -15.9 | 14.6 | -7.8 | -3.4 | 3.5 | 97.2 | 5.5
CCOC(=O)Cc1csc(NC(=O)c2c(-c3c(Cl)cccc3Cl)noc2C)n1 | -12.7 | 20.6 | 0.0 | -1.3 | 20.0 | -4.1 | 14.5 | 0.7 | 1.5 | / | 4.2
O=C(N/N=C\c1ccc(COc2ccc([N+](=O)[O-])cc2)o1)c1ccc(Cl)cc1 | 1.4 | 2.1 | -0.5 | 0.9 | -11.6 | -4.7 | 5.0 | 0.8 | 4.8 | 103.8 | -0.2
Cc1cc(N2CCC(C)CC2)nc(-n2nc(C)cc2C)n1 | -8.3 | 316.8 | -1.6 | 2.6 | 17.9 | 14.6 | -0.6 | -2.5 | -0.1 | 108.0 | 0.0
Nc1cc(-c2ccccc2)nn1Cc1ccccc1 | -2.6 | -1.6 | -0.3 | -1.0 | -11.4 | 2.7 | -99.0 | -0.5 | -1.1 | 109.2 | -4.2
CN(C)S(=O)(=O)c1ccc(C(=O)NCc2nnc(SCC(=O)N3CCCC3)o2)cc1 | -10.6 | 0.4 | 0.4 | -2.4 | 1.1 | 11.9 | -6.4 | -2.2 | 0.7 | / | -8.2
CC(C)CNC(=O)C1CCCN(C(=O)NCc2ccccc2)C1 (centres undefined) | -9.0 | / | 1.2 | -0.9 | 3.7 | 13.1 | -14.3 | -2.5 | 3.6 | 101.6 | -0.4
CCN(CC)CCCNc1nc2cc(OC)c(OC)cc2c2nc(-c3cccnc3)nn12 | 7.8 | 7.6 | 0.8 | -1.4 | -10.9 | -3.2 | 1.3 | 0.6 | 3.4 | / | 2.4
CC1(C)Cc2cccc(OCC(=O)NCc3ccccc3F)c2O1 | -16.9 | 13.5 | 2.1 | -0.9 | -14.8 | 10.2 | -10.1 | -2.5 | 0.5 | / | -16.1
O=c1c2ccccc2sn1-c1ccccc1 | -4.6 | -19.3 | 2.7 | 1.9 | 87.9* | 12.8 | 43.0 | -2.5 | 1.8 | / | -13.0
O=C(O)c1cc(-c2c[nH]c3ccccc23)nc2cc3ccccc3cc12 | / | -1.4 | 1.0 | -1.5 | / | / | 0.6 | / | 1.6 | 105.9 | /
Cc1cc(NCCNC2=CC(=O)CCC2)nc2ccccc12 | 7.5 | -0.1 | 4.0 | 0.7 | -17.2 | 12.2 | 3.2 | -2.1 | 3.1 | 100.1 | 6.5
CC(C)NS(=O)(=O)c1ccc(OCC(N)=O)c(Cl)c1 | -1.9 | 9.8 | 1.4 | -0.7 | -10.4 | -0.7 | 1.3 | 0.2 | 2.4 | / | 4.0
Cc1ccc(C)c(OCc2cc(C(=O)NC(C)c3cnn(C)c3)no2)c1 (centres undefined) | 10.8 | 5.3 | -2.5 | -1.8 | -56.9 | 18.1 | 13.3 | -3.5 | 3.1 | 101.9 | 0.1
CCC(=O)NC(C)c1nc2ccccc2n1C (centres undefined) | -4.8 | 57.8 | 1.6 | -0.8 | -59.9 | 0.3 | 0.8 | -0.1 | 1.1 | / | -4.2
CCCn1c(N)c(N(CCOC)C(=O)CSc2cc(C)c3cccc(C)c3n2)c(=O)[nH]c1=O | -2.6 | 3.8 | -0.4 | -0.3 | -5.2 | 11.4 | -10.4 | -2.9 | 1.0 | 104.0 | -5.5
Cc1ccc(OCc2nc(C#N)c(NCc3ccc4c(c3)OCO4)o2)cc1 | -6.4 | 12.2 | 0.9 | -0.3 | -20.8 | 12.8 | -10.2 | -2.5 | 0.3 | 101.8 | 17.1

Molecules shown so far containing a Cl atom, in the order listed:
SMILES | PKA-R1A activ | Mot1-301 SUMO | AddAB inh | Ecoli viability | PfHsp90 yeast 2 | OPRM1-OPRD1 inv | Arr AP2 block | MOR-DOR ag | phage Ecoli inh | DSG3 Ab inh | Tat transport
CCOC(=O)Cc1csc(NC(=O)c2c(-c3c(Cl)cccc3Cl)noc2C)n1 | -12.7 | 20.6 | 0.0 | -1.3 | 20.0 | -4.1 | 14.5 | 0.7 | 1.5 | / | 4.2
O=C(N/N=C\c1ccc(COc2ccc([N+](=O)[O-])cc2)o1)c1ccc(Cl)cc1 | 1.4 | 2.1 | -0.5 | 0.9 | -11.6 | -4.7 | 5.0 | 0.8 | 4.8 | 103.8 | -0.2
CC(C)NS(=O)(=O)c1ccc(OCC(N)=O)c(Cl)c1 | -1.9 | 9.8 | 1.4 | -0.7 | -10.4 | -0.7 | 1.3 | 0.2 | 2.4 | / | 4.0
